High-throughput results deposited in PubChem by several laboratories.
APP transl inh = APP translation inhibition; SH-SY5Y APP 5'UTR-luciferase reporter, luminescence; inhibition, % at 2 µM; 0.82% of 190,000 active; AID 1285;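 active means inhibition above a set limit, derived from the sample mean plus 3 SD, cut at about 45% in these data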; further: values of inactives mirror those of a sister screen read the other way
STAT3 blocker = reduces IL-6 driven STAT3 reporter signal; U3A cells, IL-6 STAT3-luciferase reporter, luminescence; host cell line lacks STAT1; inhibition, % at 5.5 µM; 0.89% of 190,000 active; AID 862;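 active means inhibition above the mean inhibition across all screened compounds plus 3 SD, cut at about 44% in these data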;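 further: 0% = DMSO only wells and 100% = 100 µM nifuroxazide control wells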
Hsp70 act = switches on Hsp70 transcription; HeLa Hsp70 promoter luciferase reporter, luminescence; scaled: vehicle 0, proteasome-inhibitor control 100%; activation, % at 10 µM; 0.04% of 200,000 active; AID 1203;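 active means activation above the mean across all tested compounds plus 3 SD, cutoff set per campaign, cut at about 5.5% in these data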;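 further: 100% = MG132 at 30 µM as the positive control and 0% = DMSO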
STAT3 activator = increases IL-6 driven STAT3 reporter signal; U3A cells, IL-6 STAT3-luciferase reporter, luminescence; 100% = signal with IL-6 EC80 alone; activation (% of control), % at 5.6 µM; 0.91% of 190,000 active; AID 871;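 active means activation above the screen-wide mean of compound activation plus 3 SD, cut at about 130% in these data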;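 further: 0% = background luminescence of wells with medium and substrate only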
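system = STAT3-luciferase reporter U3A cells | reagent = IL-6 stimulus at 33 ng/mL final | timing = 1 h compound pre-exposure, 6 h IL-6 stimulation, 37 °C | measured by = luminescence | evaluation = % activation versus median of IL-6-stimulated wells | control set = IL-6-only wells as 100% reference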
STAT1 blocker = inhibitors of IFN-gamma induced STAT1 signaling. NIH 3T3 STAT1-luciferase reporter, luminescence. inhibition, % at 5.5 µM. 0.35% of 200,000 active. AID 920;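 active means inhibition above a set limit, the mean inhibition across all tested compounds plus 3 SD, cut at about 34% in these data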;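 further: 0% = IFN-gamma with DMSO and 100% = IFN-gamma with 300 µM nifuroxazide; values of inactives mirror those of a sister screen read the other way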
RAM network inh = inhibitors of the yeast RAM network; inhibition, % at 50 µM; AID 868; S. cerevisiae dse1pr::URA3 reporter, 5-FOA growth OD615, 2 d; analog-sensitive cbk1-as2 kinase mutant strain; 1.8% of 190,000 active;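 active means inhibition above a set limit, 3 SD over mean compound inhibition, cut at about 8.4% in these data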;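 further: 0% = DMSO-only wells with no growth and 100% = 10 µM 1-NA-PP1 full growth; inhibition rescues growth on 5-FOA so higher OD means more RAM inhibition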
APP 5'UTR act = activates APP 5'UTR luciferase reporter | SH-SY5Y APP 5'UTR luciferase reporter, luminescence; zero percent = DMSO vehicle wells | activation, % at 2 µM | 1% of 190,000 active | AID 1276;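 active means activation above a set limit, based on mean plus 3 SD of controls, cut at about 140% in these data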; further: values of inactives mirror those of a sister screen read the other way
NF-kB neuron act = NF-kB expression increase, human neuronal cells; NF-kB reporter expression; hits give high values; fold change at 12.5 µM; 1.6% of 190,000 active; AID 1239; in the data active means fold change above about 3.3
STAT1 act = activators of IFN-gamma induced STAT1 signaling; NIH 3T3 STAT1-luciferase reporter, luminescence; 100% = IFN-gamma alone, no compound; activation (% of control), % at 5.5 µM; 2.6% of 200,000 active; AID 932;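 active means activation above the screen-wide mean activation plus 3 SD, cut at about 130% in these data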;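 further: raw ratio to IFN-gamma control signal so 100% means no change and 0% no light; values of inactives mirror those of a sister screen read the other way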
FLuc inhib CS = inhibits firefly luciferase, flagging false hits in luciferase inhibition screens; 1.5% of 200,000 active; inhibition, % at 10 µM; ATPLite firefly luciferase biochemical luminescence, 10 min; P08659; AID 1006;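 active means inhibition above about 50% when tested at 10 µM, limit read from the data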
Target sequence (P08659 whole entry, looked up): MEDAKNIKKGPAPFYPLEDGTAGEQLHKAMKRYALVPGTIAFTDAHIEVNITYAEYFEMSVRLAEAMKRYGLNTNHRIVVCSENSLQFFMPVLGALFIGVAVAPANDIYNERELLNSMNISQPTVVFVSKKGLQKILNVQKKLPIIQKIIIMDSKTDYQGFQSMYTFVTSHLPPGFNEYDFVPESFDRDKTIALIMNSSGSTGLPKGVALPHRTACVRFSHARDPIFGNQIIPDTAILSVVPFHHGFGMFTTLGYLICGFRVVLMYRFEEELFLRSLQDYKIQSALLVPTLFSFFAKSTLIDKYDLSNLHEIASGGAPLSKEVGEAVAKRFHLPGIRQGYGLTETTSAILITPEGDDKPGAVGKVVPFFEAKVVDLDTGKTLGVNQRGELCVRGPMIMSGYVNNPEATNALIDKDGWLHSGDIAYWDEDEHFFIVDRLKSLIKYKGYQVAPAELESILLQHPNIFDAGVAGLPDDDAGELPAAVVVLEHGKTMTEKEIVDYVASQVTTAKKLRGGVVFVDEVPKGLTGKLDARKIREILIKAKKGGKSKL
Numbers without * were called inactive.

How did CC1CCCCC1NC(=O)CSc1nncn1N (stereo unspecified) do in these assays?
APP transl inh: 9.4; STAT3 blocker: 8.8; Hsp70 act: -0.2; STAT3 activator: 95.3; STAT1 blocker: 0.4; RAM network inh: 0.4; APP 5'UTR act: -9.4; NF-kB neuron act: 1.15; STAT1 act: 97.7; FLuc inhib CS: -2.3

Results for CCCC(=O)NNC(=O)Nc1ccccc1 ?
APP transl inh: 7.7; STAT3 blocker: 6.4; Hsp70 act: -0.2; STAT3 activator: 100.5; STAT1 blocker: -6.9; RAM network inh: 0.8; APP 5'UTR act: -7.7; NF-kB neuron act: 1.08; STAT1 act: 106.2; FLuc inhib CS: -4.3

How did Cc1cc(F)ccc1NCc1cc2c(cc1[N+](=O)[O-])OCO2 do in these assays?
APP transl inh: -3.4; STAT3 blocker: 6.1; Hsp70 act: 0.0; STAT3 activator: 98.7; STAT1 blocker: 0.3; RAM network inh: 4.1; APP 5'UTR act: 3.4; NF-kB neuron act: 1.1; STAT1 act: 99.7; FLuc inhib CS: -3.1

What do the screens show for `CCN(CC)c1ccc(NC(=O)Nc2ccc(C(C)=O)cc2)cc1`?
APP transl inh: -27.1; STAT3 blocker: 5.2; Hsp70 act: 0.7; STAT3 activator: 97.3; STAT1 blocker: -9.2; RAM network inh: -0.5; APP 5'UTR act: 27.1; NF-kB neuron act: 0.91; STAT1 act: 108.6; FLuc inhib CS: -2.5

What do the screens show for `Cc1ccc(C(=O)Cn2c(C(=O)/C=C/c3ccccc3)nc3ccccc32)cc1`?
APP transl inh: 5.5; STAT3 blocker: 11.8; Hsp70 act: -0.2; STAT3 activator: 91.9; STAT1 blocker: 10.5; RAM network inh: 2.6; APP 5'UTR act: -5.5; NF-kB neuron act: 1.04; STAT1 act: 90.6; FLuc inhib CS: 3.2

Results for COC(=O)c1c(C(=O)OC)c2cc(C(=O)c3ccccc3)ccn2c1Cl ?
APP transl inh: 12.9; STAT3 blocker: 11.3; Hsp70 act: -0.5; STAT3 activator: 93.2; STAT1 blocker: -1.3; RAM network inh: 0.5; APP 5'UTR act: -12.9; NF-kB neuron act: 0.56; STAT1 act: 106.5; FLuc inhib CS: 3.1

What do the screens show for `O=C1c2ccccc2C(=O)N1CCc1csc(-c2cccc(Cl)c2)n1`?
APP transl inh: 1.5; STAT3 blocker: 26.9; Hsp70 act: -0.4; STAT3 activator: 82.5; STAT1 blocker: -1.8; RAM network inh: 2.3; APP 5'UTR act: -1.5; NF-kB neuron act: 1.06; STAT1 act: 101.6; FLuc inhib CS: -3.1

Results for c1ccc(-c2c3ccccc3nc3[nH]c4ccccc4c23)cc1 ?
APP transl inh: -0.6; STAT3 blocker: -6.8; Hsp70 act: 0.1; STAT3 activator: 103.3; STAT1 blocker: 5.4; RAM network inh: 0.5; APP 5'UTR act: 0.6; NF-kB neuron act: 0.94; STAT1 act: 95.1; FLuc inhib CS: -5.0

Results for CNCc1c(OCc2ccc(F)cc2)ccc2ccccc12 ?
APP transl inh: 0.4; STAT3 blocker: 21.0; Hsp70 act: -0.2; STAT3 activator: 84.9; STAT1 blocker: 10.8; RAM network inh: -0.6; APP 5'UTR act: -0.4; NF-kB neuron act: 1; STAT1 act: 88.0; FLuc inhib CS: -4.4

Results for COc1c(C)cc(C(=O)C2CCCN(C(=O)c3cc(C)nc(C)n3)C2)cc1C (stereo unspecified) ?
APP transl inh: -3.1; STAT3 blocker: -1.5; Hsp70 act: -0.5; STAT3 activator: 104.2; STAT1 blocker: -1.5; RAM network inh: 3.3; APP 5'UTR act: 3.1; NF-kB neuron act: 0.91; STAT1 act: 100.3; FLuc inhib CS: -1.7

How did Cc1cc2nc(-c3ccc(SCC(=O)NC(C)C)nc3)[nH]c2cc1C do in these assays?
APP transl inh: -56.5; STAT3 blocker: 1.4; Hsp70 act: 0.0; STAT3 activator: 106.4; STAT1 blocker: -29.8; RAM network inh: 0.3; APP 5'UTR act: 56.5; NF-kB neuron act: 1.87; STAT1 act: 128.3; FLuc inhib CS: 50.9*

Results for CCOc1ccc(NC(=S)NC(=O)c2c(Cl)c(C)nn2C)c([N+](=O)[O-])c1 ?
APP transl inh: -6.6; STAT3 blocker: 0.2; Hsp70 act: -0.1; STAT3 activator: 98.6; STAT1 blocker: -1.0; RAM network inh: 0.0; APP 5'UTR act: 6.6; NF-kB neuron act: 1.02; STAT1 act: 101.0; FLuc inhib CS: -3.3

What do the screens show for `Cc1ccc(NC(=S)N2CCCN(Cc3ccc(F)cc3)C2)c(C)c1`?
APP transl inh: -10.3; STAT3 blocker: 5.8; Hsp70 act: -0.3; STAT3 activator: 98.1; STAT1 blocker: 5.2; RAM network inh: 1.1; APP 5'UTR act: 10.2; NF-kB neuron act: 1.65; STAT1 act: 94.1; FLuc inhib CS: -9.0

Results for COc1cc(C)c(C)cc1S(=O)(=O)N1CCN(Cc2ccc3c(c2)OCO3)CC1 ?
APP transl inh: 17.7; STAT3 blocker: 1.2; Hsp70 act: 0.0; STAT3 activator: 100.7; STAT1 blocker: 3.0; RAM network inh: 0.0; APP 5'UTR act: -17.7; NF-kB neuron act: 1.29; STAT1 act: 97.2; FLuc inhib CS: -1.5

What do the screens show for `O=C(O)c1ccc(COc2ccccc2Cl)cc1`?
APP transl inh: -10.5; STAT3 blocker: 5.2; Hsp70 act: 0.4; STAT3 activator: 97.9; STAT1 blocker: -10.2; RAM network inh: 1.9; APP 5'UTR act: 10.5; NF-kB neuron act: 1.18; STAT1 act: 109.3; FLuc inhib CS: 2.8

Results for COc1ccc(CC(=O)Nc2ncc([N+](=O)[O-])s2)cc1OC ?
APP transl inh: -12.7; STAT3 blocker: 9.1; Hsp70 act: 0.1; STAT3 activator: 94.2; STAT1 blocker: -0.6; RAM network inh: 2.3; APP 5'UTR act: 12.7; NF-kB neuron act: 1.44; STAT1 act: 98.8; FLuc inhib CS: -1.2

Results for CCn1ccnc1CNC(=O)c1cc(COc2ccc(F)cc2F)on1 ?
APP transl inh: -5.0; STAT3 blocker: 0.5; Hsp70 act: 0.3; STAT3 activator: 103.4; STAT1 blocker: -5.9; RAM network inh: 0.2; APP 5'UTR act: 5.0; NF-kB neuron act: 1.19; STAT1 act: 103.8; FLuc inhib CS: -4.4

How did CC1=C(C(=O)Nc2ccccc2F)C(c2ccsc2)C2=C(CC(C)(C)CC2=O)N1 (stereo unspecified) do in these assays?
APP transl inh: 11.8; STAT3 blocker: 0.2; Hsp70 act: -0.3; STAT3 activator: 102.2; STAT1 blocker: -2.5; RAM network inh: -0.5; APP 5'UTR act: -11.8; NF-kB neuron act: 0.87; STAT1 act: 102.2; FLuc inhib CS: -1.5

Results for COc1cccc(C(=O)Nc2cccc(-c3nnc(-c4ccco4)o3)c2)c1 ?
APP transl inh: -0.4; STAT3 blocker: 29.9; Hsp70 act: -0.4; STAT3 activator: 75.8; STAT1 blocker: -8.9; RAM network inh: 4.2; APP 5'UTR act: 0.4; NF-kB neuron act: 0.31; STAT1 act: 110.0; FLuc inhib CS: -2.5

How did CCn1cc(C(=O)OCC(=O)NCc2ccccc2Cl)c(=O)c2ccc(C)nc21 do in these assays?
APP transl inh: 8.5; STAT3 blocker: -3.3; Hsp70 act: -0.1; STAT3 activator: 109.7; STAT1 blocker: 4.8; RAM network inh: 1.3; APP 5'UTR act: -8.5; NF-kB neuron act: 1.09; STAT1 act: 95.2; FLuc inhib CS: -2.0

What do the screens show for `Clc1ccc(CON/C=N/c2ncnc3sccc23)cc1`?
APP transl inh: -8.9; STAT3 blocker: 32.7; Hsp70 act: -0.3; STAT3 activator: 80.3; STAT1 blocker: 3.6; RAM network inh: 2.4; APP 5'UTR act: 8.9; NF-kB neuron act: 0.87; STAT1 act: 96.8; FLuc inhib CS: -8.0

How did Cc1ccccc1Nc1cc(=O)oc2ccccc12 do in these assays?
APP transl inh: 12.6; STAT3 blocker: -0.2; Hsp70 act: -0.2; STAT3 activator: 98.9; STAT1 blocker: 2.1; RAM network inh: 1.4; APP 5'UTR act: -12.6; NF-kB neuron act: 1.23; STAT1 act: 98.1; FLuc inhib CS: -6.9

How did CCCCN1C(=O)C(O)(CC(=O)c2ccccc2OC)c2ccccc21 (stereo unspecified) do in these assays?
APP transl inh: -21.3; STAT3 blocker: -1.5; Hsp70 act: -0.1; STAT3 activator: 101.2; STAT1 blocker: 5.0; RAM network inh: 0.0; APP 5'UTR act: 21.3; NF-kB neuron act: 1.09; STAT1 act: 95.5; FLuc inhib CS: -11.8

Results for CCOc1ccc(C2NC(=O)NC(C)=C2C(=O)OC)cc1C (stereo unspecified) ?
APP transl inh: 4.1; STAT3 blocker: 11.0; Hsp70 act: -0.4; STAT3 activator: 95.3; STAT1 blocker: -3.8; RAM network inh: -0.1; APP 5'UTR act: -4.1; NF-kB neuron act: 1.02; STAT1 act: 103.4; FLuc inhib CS: -2.1

What do the screens show for `CCOC(=O)Cc1nc(-c2ccccc2)n[nH]1`?
APP transl inh: -17.3; STAT3 blocker: 1.5; Hsp70 act: -0.3; STAT3 activator: 100.2; STAT1 blocker: -9.8; RAM network inh: 1.2; APP 5'UTR act: 17.3; NF-kB neuron act: 1.3; STAT1 act: 106.5; FLuc inhib CS: -2.5

What do the screens show for `Cc1cc(C)nc(SCC(=O)NN)n1`?
APP transl inh: -1.7; STAT3 blocker: -5.1; Hsp70 act: 0.2; STAT3 activator: 105.8; STAT1 blocker: -2.9; RAM network inh: 0.1; APP 5'UTR act: 1.7; NF-kB neuron act: 1.11; STAT1 act: 101.3; FLuc inhib CS: -2.4

How did CS(=O)(=O)N1CCN(c2ccc(C(=O)NC3C4CC5CC(C4)CC3C5)cc2[N+](=O)[O-])CC1 (stereo unspecified) do in these assays?
APP transl inh: -2.7; STAT3 blocker: -25.2; Hsp70 act: -0.6; STAT3 activator: 126.5; STAT1 blocker: 2.2; RAM network inh: 1.1; APP 5'UTR act: 2.7; NF-kB neuron act: 0.36; STAT1 act: 98.0; FLuc inhib CS: -8.2

How did COc1ccc(C(=O)N2CCNC(=O)C2CC(=O)Nc2ccc(C)cc2)cc1 (stereo unspecified) do in these assays?
APP transl inh: 2.6; STAT3 blocker: 15.1; Hsp70 act: -0.2; STAT3 activator: 91.3; STAT1 blocker: -5.7; RAM network inh: 0.0; APP 5'UTR act: -2.6; NF-kB neuron act: 1.23; STAT1 act: 102.5; FLuc inhib CS: -0.9

What do the screens show for `O=[N+]([O-])c1ccc(NCc2ccccn2)nc1`?
APP transl inh: -1.8; STAT3 blocker: 15.4; Hsp70 act: -0.2; STAT3 activator: 87.1; STAT1 blocker: -15.7; RAM network inh: 1.5; APP 5'UTR act: 1.8; NF-kB neuron act: 0.98; STAT1 act: 114.0; FLuc inhib CS: -6.7

What do the screens show for `CCN(CCCNC(=O)CN(C)S(=O)(=O)c1cccc2nsnc12)c1ccccc1`?
APP transl inh: 2.5; STAT3 blocker: -6.7; Hsp70 act: -0.2; STAT3 activator: 109.9; STAT1 blocker: -5.9; RAM network inh: 0.5; APP 5'UTR act: -2.5; NF-kB neuron act: 0.96; STAT1 act: 105.4; FLuc inhib CS: -0.3
